IL1B secr inh – inflammasome signaling inhibition, IL-1 beta readout; THP-1 LPS/ATP IL-1B secretion, AlphaLISA, 16 h; active compounds read low; activity change, % at 57.5 µM; 4.7% of 360,000 active; in the data active = activity change below about -50%; inconclusive = mostly about -30% to -49%; also: % is scaled to controls: 0 for no effect and ±100 for the full control effect
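THP-1 cells pretreated 1 hr with compounds (up to 57.5 uM final), then stimulated with LPS (250 ng/mL final) plus ATP (1.25 mM final); secreted IL-1B measured by AlphaLISA after 16 hr, decreased signal indicating inhibition.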
KB-3-1 tox – kills parental KB-3-1 adenocarcinoma cells; KB-3-1 viability, CellTiter-Glo ATP luminescence, 72 h; Potency, µM (doses to about 46.1 µM), for the others: at the top dose activity change, negative = cytotoxic, most hits filed as cytotoxic; 1.4% of 400,000 active; AID 1347075; also: potency is read from the fitted curve at half-maximal effect; % is scaled to controls: 0 for no effect and ±100 for the full control effect; nearly all actives have a fitted effect of over 60% in size
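72 h, 37 °C compound treatment of KB-3-1 parental cells; CellTiter-Glo added, 10 min, luminescence read. Data corrected against DMSO-only plates and normalized before curve fitting.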
KB-V1 cytotox – kills drug-selected multidrug resistant KB-V1 cells. Potency, µM (titrated, usually from 46.1 µM), without a hit: top-dose activity change, negative = cytotoxicity, hits mostly cytotoxic. 3.4% of 400,000 active. KB-V1 MDR cells viability, CellTiter-Glo, 72 h; also: potency is read from the fitted curve at half-maximal effect; % is scaled to controls: 0 for no effect and ±100 for the full control effect; nearly all actives have a fitted effect of over 60% in size
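Cells of the MDR subline KB-V1 are plated, dosed with compound at multiple concentrations, and incubated 72 h at 37 degrees C; CellTiter-Glo is then added and luminescence read after 10 min.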
GLP-1R agonist – GLP-1 receptor (human) agonism. HEK293 GLP-1R CRE-luciferase, luminescence, 4-6 h; cells express a hypersensitive GLP-1R form. P43220. Potency, µM (titrated, usually from 45.6 µM), for inactives: at the highest dose activation, actives largely listed as activators. 0.007% of 380,000 active; also: potency is read from the fitted curve at half-maximal effect; % of control where 0% means no effect
Target sequence (P43220 whole entry, looked up): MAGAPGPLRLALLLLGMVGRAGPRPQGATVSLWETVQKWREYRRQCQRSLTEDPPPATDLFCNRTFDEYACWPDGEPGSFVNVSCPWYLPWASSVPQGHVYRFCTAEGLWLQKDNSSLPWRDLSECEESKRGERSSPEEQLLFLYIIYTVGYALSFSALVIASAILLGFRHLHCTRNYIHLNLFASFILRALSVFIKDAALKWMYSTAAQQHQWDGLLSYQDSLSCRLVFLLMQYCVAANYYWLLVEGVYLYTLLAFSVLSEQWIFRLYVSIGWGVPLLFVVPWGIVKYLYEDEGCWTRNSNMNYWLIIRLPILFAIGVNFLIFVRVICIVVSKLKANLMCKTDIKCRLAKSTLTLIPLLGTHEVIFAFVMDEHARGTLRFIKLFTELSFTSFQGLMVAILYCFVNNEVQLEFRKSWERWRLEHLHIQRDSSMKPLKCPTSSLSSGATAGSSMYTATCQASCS
DRD3 antagonist – blocks the human D3 dopamine receptor | P35462 | D3R cells, DiscoveRx beta-arrestin luminescence, antagonist mode; active compounds read low | max response, negative = inhibition, % | 2.5% of 360,000 active | AID 652054; in the data active = max response below about -50%; inconclusive = no clear call, values can overlap the other calls; also: % is scaled to controls: 0 for no effect and ±100 for the full control effect; mostly tested at two doses, the higher about 12 µM
Target sequence (P35462 whole entry, looked up): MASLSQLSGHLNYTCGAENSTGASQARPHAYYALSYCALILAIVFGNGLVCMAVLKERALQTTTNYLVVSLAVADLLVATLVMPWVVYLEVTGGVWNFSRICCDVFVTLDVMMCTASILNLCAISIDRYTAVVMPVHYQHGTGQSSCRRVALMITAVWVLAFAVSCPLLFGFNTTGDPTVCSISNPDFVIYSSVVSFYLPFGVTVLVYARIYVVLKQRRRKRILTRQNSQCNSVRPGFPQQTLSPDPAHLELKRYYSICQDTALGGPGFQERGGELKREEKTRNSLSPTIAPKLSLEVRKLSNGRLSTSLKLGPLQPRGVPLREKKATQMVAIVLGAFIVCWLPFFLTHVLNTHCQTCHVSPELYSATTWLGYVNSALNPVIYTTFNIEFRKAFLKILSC
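Cells plated overnight at 1500 cells/well, then exposed to library compounds with dopamine controls for 90 minutes at 37 degrees C. DiscoveRx reagent added for 30–60 minutes at room temperature; luminescence read, quantitative HTS format.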
DRD3 agonist – D3 dopamine receptor (human) agonism; P35462; D3R DiscoveRx beta-arrestin cells, luminescence, 90 min; max activation, %; 0.58% of 410,000 active; in the data active = max activation above about 30%; also: 0% is about no effect; mostly tested at two doses, the higher about 12 µM
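Agonist mode: compounds and dopamine controls were applied to plated cells for 90 min at 37 degrees C after an overnight attachment at 1500 cells/well. Luminescent read-out followed 30 - 60 minutes at room temperature with DiscoveRx detection reagent.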
SW480 rerep – induces DNA re-replication in SW480 colon adenocarcinoma cells. SW480 DNA re-replication, Hoechst DNA content imaging, 48 h. Potency, µM (series often up to 46.1 µM), for inactives: top-dose re-replication activation, actives largely listed as activators. 1.8% of 340,000 active. AID 624297; also: potency is read from the fitted curve at half-maximal effect; % of control where 0% means no effect; nearly all actives have a fitted effect of over 55% in size
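Quantitative HTS format with DMSO vehicle controls; 48 hr drug incubation at 37 C, then 40 min Hoechst staining and scanning imager measurement at 405 nm excitation.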
HT1080-NT tox – kills 2HG-producing HT-1080-NT fibrosarcoma cells; HT-1080-NT fibrosarcoma viability, CellTiter-Glo ATP luminescence, 48 h; Potency, µM (highest dose often 46.1 µM), without a hit: at the highest dose activity, negative = less viability, usual class: cytotoxic; 1.6% of 360,000 active; AID 686970;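 also: NT is the 2HG producing partner of a matched IDH1 knockdown line; potency is read from the fitted curve at half-maximal effect; 0% = DMSO-treated cells and -100% = media-only wells without cells; nearly all actives have a fitted effect of over 55% in size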
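HT-1080-NT fibrosarcoma cells (2HG-overproducing), 750 cells/well in RPMI with 5% FBS, dosed after 2 h and incubated 48 h at 37C. CellTiter-Glo luminescence normalized to DMSO and no-cell wells; concentration-response curves fitted and classed.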
HT1080 IDH1KD tx – HT-1080 IDH1 knockdown cell toxicity (counter line); HT-1080 IDH1 knockdown viability, ATP luminescence, 48 h; Potency, µM (top dose mostly 46.1 µM), for inactives: top-dose activity, negative = toxicity, most hits filed as cytotoxic; 2% of 360,000 active; AID 686971;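 also: potency is read from the fitted curve at half-maximal effect; 0% = DMSO wells and -100% = cell-free medium wells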
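Assay cells: HT-1080 with IDH1 knockdown, 750 per well, RPMI/5% FBS. Exposure: 48 h at 37 °C following 2 h pre-incubation. Read: CellTiter-Glo luminescence; fitted concentration-response, curve class assigned.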
Numbers without * were called inactive; u = inconclusive; x = no result given; & = joins results of further samples; [ ] = remark or other dose. Unless noted, calls follow the shape of the dose curve; as a rule, active = well fitted curve in the direction sought with a large enough effect; inconclusive = small, poorly fitted or top-dose-only effect, or another doubt; inactive = no such curve, though single readings can be large; an effect the other way counts as inactive or inconclusive.

SMILES	IL1B secr inh	KB-3-1 tox	KB-V1 cytotox	GLP-1R agonist	DRD3 antagonist	DRD3 agonist	SW480 rerep	HT1080-NT tox	HT1080 IDH1KD tx
COc1ccccc1CNC(=O)CN1CCC(n2cnc3cc(F)ccc32)CC1	-12	6%	-6%	12%	0	-4	-5%	1%	-2%
O=c1cc(N2CCCCC2)c(-c2ccccc2)nn1Cc1ccc(F)cc1	-25	u	0%	-3%	-12	-10	-13%	-4%	2%
COc1cccc(-c2nnc(SCC(=O)NC3CCS(=O)(=O)C3)n2C)c1 (stereo not drawn)	-12	-1%	-12%	-16%	-25	4	-8%	-1%	2%
CCOC(=O)c1c(O)c2cc(Cl)ccc2n(CC)c1=O	x	-12%	-2%	-1%	71	28	u	6%	8%
CCNC(=S)N(CCc1c(C)[nH]c2ccc(C)cc12)Cc1cccs1	-53*	1%	u	13%	-2	3	4%	u	u
Cc1cccc(C)c1NC(=O)c1ccc(-c2ccc(Cl)cc2Cl)o1	-7	-26%	u	-8%	-29	-5	u	-22%	u
COC(=O)c1ccc(C23CC4(C2)[C@H](CN(Cc2ccc(-c5ccccc5)cc2)[C@@H]4c2ccccc2)C3c2ccccc2)cc1 (stereo partly drawn)	10	7%	-2%	-2%	-23	-8	-20%	-1%	0%
CCc1nc(SCC(=O)Nc2ccc(N(C)C)cc2)n[nH]1	-11	1%	11%	-1%	-6	3	u	-1%	1%
Oc1ccccc1-c1nnc(COc2ccccc2)o1	-29	-1%	-17%	8%	-12	-4	12%	11%	1%
Cc1csc2c(=O)n3c(nc12)CCCCC3	22	u	-1%	-6%	-9	-1	-6%	10%	-26%
ON1C(c2ccc(Cl)cc2Cl)N(O)[C@H]2CCCC[C@H]21 (stereo partly drawn)	0	0%	-1%	5%	0	-5	-4%[9.22 µM]	-2%	8%
COc1cc(CCCN2CCNC[C@@H]2Cc2ccccc2)cc(OC)c1OC	-21	4%	9%	8%	u	-15	-6%[9.22 µM]	4%	3%
CCN(CC(=O)Nc1c(F)cccc1F)C(=O)CSc1ccccc1	-8	14%	3%	1%	-13	4	u	11%	7%
CCN(CC)CCn1c2c(c(SCC(=O)Nc3ccccc3Cl)nc1=O)CCC2	-52*	-2%	-6%	0%	-8	-18	-3%	-1%	-1%
C/C(=N\NC(=O)c1ccncc1)c1cccc(NC(=O)c2ccc(C(C)(C)C)cc2)c1	u	0%	0%	-5%	51	-13	13%	u	u

In another format: 9 of the compounds above.
Order of results: IL1B secr inh	KB-3-1 tox	KB-V1 cytotox	GLP-1R agonist	DRD3 antagonist	DRD3 agonist	SW480 rerep	HT1080-NT tox	HT1080 IDH1KD tx
COC(=O)c1ccc(C23CC4(C2)[C@H](CN(Cc2ccc(-c5ccccc5)cc2)[C@@H]4c2ccccc2)C3c2ccccc2)cc1 (stereo partly drawn)
  10	7%	-2%	-2%	-23	-8	-20%	-1%	0%
CCc1nc(SCC(=O)Nc2ccc(N(C)C)cc2)n[nH]1
  -11	1%	11%	-1%	-6	3	u	-1%	1%
Oc1ccccc1-c1nnc(COc2ccccc2)o1
  -29	-1%	-17%	8%	-12	-4	12%	11%	1%
Cc1csc2c(=O)n3c(nc12)CCCCC3
  22	u	-1%	-6%	-9	-1	-6%	10%	-26%
ON1C(c2ccc(Cl)cc2Cl)N(O)[C@H]2CCCC[C@H]21 (stereo partly drawn)
  0	0%	-1%	5%	0	-5	-4%[9.22 µM]	-2%	8%
COc1cc(CCCN2CCNC[C@@H]2Cc2ccccc2)cc(OC)c1OC
  -21	4%	9%	8%	u	-15	-6%[9.22 µM]	4%	3%
CCN(CC(=O)Nc1c(F)cccc1F)C(=O)CSc1ccccc1
  -8	14%	3%	1%	-13	4	u	11%	7%
CCN(CC)CCn1c2c(c(SCC(=O)Nc3ccccc3Cl)nc1=O)CCC2
  -52*	-2%	-6%	0%	-8	-18	-3%	-1%	-1%
C/C(=N\NC(=O)c1ccncc1)c1cccc(NC(=O)c2ccc(C(C)(C)C)cc2)c1
  u	0%	0%	-5%	51	-13	13%	u	u

(further entries)
SMILES	IL1B secr inh	KB-3-1 tox	KB-V1 cytotox	GLP-1R agonist	DRD3 antagonist	DRD3 agonist	SW480 rerep	HT1080-NT tox	HT1080 IDH1KD tx
CSc1cccc(NC(=O)OC2CCCCCCCCCCC2)c1	-7	-5%	-2%	1%	0	2	-16%	5%	11%
COc1ccccc1CC(=O)O/N=C(\N)c1cccc([N+](=O)[O-])c1	-5	1%	7%	26%	-24	3	-5%	0%	1%
CC(=O)/C=N/Nc1ccccc1	-18	3%	10%	10%	-28	-7	6%	u	29%
COc1ccc2[nH]c3c(c2c1)CCN1C(=O)C(CC(=O)NCCCN(C)C)C[C@H](C(=O)N2CCCCC2)[C@@]31CCc1ccccc1 (stereo partly drawn)	-30	7%	3%	12%	-11	1	u	-7%	-2%
O=C(CC1C[C@H](C(=O)N2CCCCC2)[C@@]2(CCc3ccccc3)c3[nH]c4ccccc4c3CCN2C1=O)NCc1cccc(C(F)(F)F)c1 (stereo partly drawn)	u	0%	0%	-4%	-15	10	-4%	7%	6%
O=S(=O)(NC1CCCC1)c1ccc(S(=O)(=O)N(Cc2cccs2)CC2CCCO2)cc1 (stereo not drawn)	-4	1%	u	14%	-20	-1	14%	0%	9%
COc1cc(C(CCN2CCCC2)c2c(OC)cc(OC)c3ccc(=O)oc23)cc(OC)c1OC (stereo not drawn)	-2	20%	0%	19%	u	-28	-2%	-9%	-3%
COc1ccc(C(=O)OCCc2cc3ccccc3c(=O)o2)cc1	6	29%	18%	16%	41	23	-1%	-20%	-14%
Cc1c(Cl)cccc1NC(=S)NCc1ccccc1Cl	13	u	u	-2%	-7	-4	-1%	-16%	-10%
Cc1cc(NC(=O)CCC(=O)N(c2ccccc2F)C(C(=O)NC2CCCC2)c2ccccc2)no1 (stereo not drawn)	-9	2%	u	6%	13	1	5%	-17%	-12%
C=CCOc1ccc(/C=C/C(=O)OCC(=O)NNC(=O)c2ccccc2F)cc1	7	0%	2%	-1%	16	-3	2%	-9%	-3%
O=C(Nc1cccc(S(=O)(=O)C(F)(F)F)c1)[C@H]1C[C@H](O)[C@@H](CO)O1	7	0%	-14%	-1%	0	-3	x	2%	-6%
Cc1cc(NC(=O)c2ccccc2)n(-c2ccccc2)n1	0	1%	4%	-1%	6	-1	-78%[inhibitor]	0%	9%
CCOC(=O)C1=C(O)/C(=C\c2ccc(O)c(OCC)c2)N=C1C	15	6%	0%	-4%	-5	-6	-4%	1%	11%
O=C(Nc1ccc(Cl)c(-c2nc3cc(Cl)ccc3o2)c1)c1cc([N+](=O)[O-])ccc1N1CCOCC1	x	0%	-8%	1%	x	-2	x	x	x
Cc1ccc(C2N=C(N)Nc3nc4ccccc4n32)cc1 (stereo not drawn)	-5	0%&6%	8%&34%	10%	0	-3&4	0%	-2%	-2%
O=C(NCc1ccc(F)cc1)C1CCN(S(=O)(=O)c2ccc(Br)s2)CC1	-21	-5%	-17%	6%	2	0	-5%	-11%	-17%
CCOC(=O)CNC(=O)CSc1nc2cccnc2n1C1CCCCC1	-17	9%	23%	0%	14	1	-4%[9.22 µM]	-1%	14%
Cc1ccc(C(=O)OCC(=O)Nc2ccccc2Cl)c(O)c1	38	10%	19%	-3%	2	5	22%	9%	3%
COc1ccc(CCn2c(N)cc(=O)[nH]c2=S)cc1OC	-17	-1%	-5%	10µM*	-2	-2	-3%	-3%	-3%
Cc1cc(C)c(OCC(=O)OCC(=O)NCc2cccs2)c(C)c1	-6	1%	-15%	0%	-3	-3	0%	0%	-3%
CCOc1ccc(S(=O)(=O)n2ccc(C)n2)cc1	-5	18%	9%	14%	-2	8	0%	24%	9%
CCCn1c(COc2ccccc2OC)nc2ccccc21	-23	-6%	-2%	-11%	8	-1	-4%	-12%	2%
COc1cccc(C(=O)Oc2ccc3ccc(=O)oc3c2)c1	-1	8%	0%	-2%	-8	-1	u	1%	0%
Nc1ccc2c(c1Cl)C(=O)c1ccc(N)c(Cl)c1C2=O	-20	-17%	-20%	-3%	-21	-2	-8%	2%	-2%
Cc1ccc(S(=O)(=O)N[C@@H](C)C(=O)N2CCC(C(=O)N[C@@H](Cc3ccccc3)C(=O)O)CC2)cc1	-1	7%	24%	3%	3	7	-25%	20%	12%
COc1ccccc1N(C)S(=O)(=O)c1ccc(C(=O)Nc2ccc3nc(C)sc3c2)cc1	7	u	23µM*	-21%	48	7	x	-12%	-27%
O=C(COc1ccccc1Br)NC1CCCC1	-2	u	16µM*	4%	-5	-9	-205%[inhibitor]	-14%	-9%
Cc1ccccc1NC(=O)C1CC(=O)N(Cc2ccccc2)C1 (stereo not drawn)	0	-6%	0%	1%	-16	-4	-3%	9%	21%
CCCOc1ccc(C2C(C(=O)OC)=C(C)N=C3SCCC(=O)N32)cc1OCC (stereo not drawn)	-7	3%	-18%	31%	-24	-4	0%	-1%	-7%
O=C(NCCS(=O)(=O)N1CCN(c2cccc(Cl)c2)CC1)c1cc(=O)c2ccccc2o1	-4	-3%	-9%	-2%	-2	-2&11	-9%	2%	6%
Cc1ccccc1/C=N\NC(=O)c1csnn1	6	7%	-2%	-5%	-2	1	-5%	6%	0%[9.24 µM]

From PubChem
